Source: PubChem BioAssay (several laboratories)
Myeloid diff 2: induction of myeloid progenitor differentiation, primary screen, cell-based, flow cytometry, MLPCN library; ER-HoxA9 myeloid progenitors, lysozyme-GFP differentiation; calls only at 10 µM; 1% of 360,000 active; AID 624256, 2012;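 active means normalized GFP-positive differentiation at or above the plate's own cutoff, the solvent-only control mean plus 3 SD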;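 further: cells exposed to compound for four days before flow analysis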
Dengue-2 NS5 capping: Dengue-2 NS5 methyltransferase inhibitors, primary screen, biochemical, confirmation dose response (AID 588689) | Dengue-2 NS5 methyltransferase capping enzyme assay, biochemical; higher % means a stronger effect | 0.3% of 340,000 active | Genome polyprotein (Dengue virus type 2 (strain 16681-PDK53)) | one-dose inhibition, % at 25 µM; IC50 in µM for titrated hits; in the data active means a potency from the dose series
Dengue-2 NS5 capping pilot replicate: recorded beside Dengue-2 NS5 capping, whose call it bears; inhibition, %; measured here: pilot screen replicate inhibition
Myeloid diff 2 GFP+ MAC1+ %: second read-out of Myeloid diff 2, no call of its own (marks repeat the call); GFP+ MAC1+ double positive, %; measured here: differentiation confirmed by MAC1 staining
Active calls of the source: *; i = inactive; nt = not tested or not shown; + = active, no number.

SMILES	Myeloid diff 2	Myeloid diff 2 GFP+ MAC1+ %	Dengue-2 NS5 capping	others
O=C1Nc2ccccc2-n2nnnc2C1N1CCCN(Cc2ccc(F)cc2)CC1 (stereo unspecified)	i	1.9	nt
C[C@H](CO)N1C[C@H](C)[C@@H](CN(C)C(=O)c2ccc(N3CCN(C)CC3)cc2)OCc2cnnn2CCCC1=O	i	0.3	nt
Cc1ccc(C(=O)C2C(=O)C3CCC2C3)cc1 (stereo unspecified)	i	0.6	nt
CCCC(=O)N1CCC1(C)C(=O)Nc1cccc(F)c1 (stereo unspecified)	i	1.1	nt
COc1ccccc1Cc1c(-c2ccc(F)cc2)nc2cc(C)c(Br)c(C)n12	i	1.1	nt
CCCCC[C@@H](C)N1C[C@H](COCc2ccccc2)Oc2cc(N3CCC[C@@H]3CO)ccc2S1(=O)=O	i	0.4	nt
Nc1sc(Cc2ccccc2)cc1C(=O)NC1CCCCC1	i	3.9	nt
Cc1ccc(Cc2c(-c3cccc(Cl)c3)nc3ccc(C)cn23)cc1	i	0.7	nt
CC1(C(=O)NS(=O)(=O)c2ccc(C#N)cc2)CCN1C(=O)c1ccccc1CCc1ccccc1 (stereo unspecified)	i	2.4	nt
Cc1ccc(S(=O)(=O)N2C[C@H]3C(=O)C[C@@H](c4ccccc4)N(S(=O)(=O)c4cccc(C)c4)[C@H]3C[C@H]2c2ccccc2)cc1	i	0.5	nt
Cn1c(=O)c2cc(NC(=O)NCCc3cccs3)ccc2n1C/C=C/c1ccccc1	i	0.5	nt
CCCNC(=O)C1(C)CCN(CCC(=O)c2ccc(Br)cc2)C1 (stereo unspecified)	i	1.4	nt

The list goes on; it opens with the 7 that closed the last part.
SMILES	Myeloid diff 2	Myeloid diff 2 GFP+ MAC1+ %	Dengue-2 NS5 capping	others
CCCCC[C@@H](C)N1C[C@H](COCc2ccccc2)Oc2cc(N3CCC[C@@H]3CO)ccc2S1(=O)=O	i	0.4	nt
Nc1sc(Cc2ccccc2)cc1C(=O)NC1CCCCC1	i	3.9	nt
Cc1ccc(Cc2c(-c3cccc(Cl)c3)nc3ccc(C)cn23)cc1	i	0.7	nt
CC1(C(=O)NS(=O)(=O)c2ccc(C#N)cc2)CCN1C(=O)c1ccccc1CCc1ccccc1 (stereo unspecified)	i	2.4	nt
Cc1ccc(S(=O)(=O)N2C[C@H]3C(=O)C[C@@H](c4ccccc4)N(S(=O)(=O)c4cccc(C)c4)[C@H]3C[C@H]2c2ccccc2)cc1	i	0.5	nt
Cn1c(=O)c2cc(NC(=O)NCCc3cccs3)ccc2n1C/C=C/c1ccccc1	i	0.5	nt
CCCNC(=O)C1(C)CCN(CCC(=O)c2ccc(Br)cc2)C1 (stereo unspecified)	i	1.4	nt
CC(C)c1cc(C(C)C)c(S(=O)(=O)NC(c2ccccn2)C23CC2C3)c(C(C)C)c1 (stereo unspecified)	i	1.5	nt
CCOC(=O)C1(C)CCCCCN1C(=O)c1ccc(C(F)(F)F)nc1C (stereo unspecified)	i	0.5	nt
CCCCC(=O)N(C)c1c(C)nc2ccc(C(=O)NCCN(C)C)cn12	i	0.7	nt
Fc1ccc(-c2nc3c4ccccc4ccn3c2CC2CCCCC2)cc1	i	0.4	nt
O=C(COC(=O)/C=C/c1ccc2ccccc2n1)NNC(=O)c1ccccc1	i	0.7	-4%
COc1ccc(OC)c(-c2nn(-c3ccccc3)cc2C(=O)NCC(c2cccs2)N2CCOCC2)c1 (stereo unspecified)	i	0.1	-4%
C[C@@H]1CN([C@@H](C)CO)S(=O)(=O)c2ccc(Br)cc2O[C@H]1CN(C)C(=O)Nc1ccc2c(c1)OCO2	i	0.2	4%
Cc1cccc(C)c1NC(=O)c1cccc(C(=O)Nc2c(C)cccc2C)n1	i	1.0	5%
Cc1ccc(S(=O)(=O)N2CCN(C(=O)c3cc4c(s3)CCC(C)C4)CC2)cc1 (stereo unspecified)	i	0.4	7%
Cc1cnc(C(=O)OCC(=O)Nc2ccccc2-c2ccccc2)cn1	i	0.2	-6%
CC(C)C(C(=O)O)N1C(=O)C2C3CCC(C3)C2C1=O (stereo unspecified)	i	1.1	-10%
CCN(CC(=O)Nc1ccc(NC(C)=O)cc1)C(=O)C1CCN(C(=O)c2ccccc2C)CC1	i	0.6	-3%

Two entries picked at random from the list so far, as already listed:
SMILES	Myeloid diff 2	Myeloid diff 2 GFP+ MAC1+ %	Dengue-2 NS5 capping	others
C[C@@H]1CN([C@@H](C)CO)S(=O)(=O)c2ccc(Br)cc2O[C@H]1CN(C)C(=O)Nc1ccc2c(c1)OCO2	i	0.2	4%
CC(C)c1cc(C(C)C)c(S(=O)(=O)NC(c2ccccn2)C23CC2C3)c(C(C)C)c1 (stereo unspecified)	i	1.5	nt

(list continues)
SMILES	Myeloid diff 2	Myeloid diff 2 GFP+ MAC1+ %	Dengue-2 NS5 capping	others
CCCSc1ccc([C@H]2N[C@@](Cc3ccccc3)(C(=O)OC)[C@H]3C(=O)N(CC)C(=O)[C@@H]23)cc1	i	2.1	-1%
CCCCn1c(N)c(N(CCC(C)C)C(=O)C2CCCC2)c(=O)[nH]c1=O	i	0.3	11%
CC(CCCN1CCCC1)Nc1ccnc2cc(Cl)ccc12 (stereo unspecified)	i	0.9	-5%
O=C(CSc1nc(=O)n2ccccc2n1)NCc1ccc2c(c1)OCO2	i	0.6	-3%
C[C@@H]1ON(C)[C@H]2C[C@H]3c4[nH]c5ccc(-c6ccc7c(c6)OCO7)cc5c4CCN3C(=O)[C@@H]12	i	0.2	-10%
CCS(=O)(=O)c1ccc(-c2cccc(NC(=O)c3ccc(Br)o3)c2)nn1	+	1.2*	1%
CC[C@]12c3[nH]c4ccc(OC)cc4c3CCN1C(=O)C(CC(=O)NCCCOC)C[C@@H]2C(=O)N1CCN(C(=O)C2CC2)CC1 (stereo partly specified)	i	0.4	5%
COc1ccccc1-c1ccccc1C1=CC(=O)CC(C)(C)C1=O	i	0.4	-4%
O=C(COC(=O)/C=C/c1ccc(F)cc1)NCc1cccs1	i	0.2	8%
O=C(CSc1ccccc1)NNC(=O)c1ccncc1	i	1.3	-6%
C[C@@H]1CN([C@H](C)CO)C(=O)CCCn2nncc2CO[C@H]1CN(C)S(=O)(=O)c1cn(C)cn1	i	0.8	-3%
O=C(COC(=O)/C=C/c1cccc(Cl)c1)Nc1c(F)cccc1F	i	0.7	-5%
COc1cc2c3c([nH]c2cc1F)C(=O)NCC3	i	1.1	-2%
CC(=O)c1cccc(S(=O)(=O)Nc2c(C)nn(C)c2C)c1	i	0.7	-11%
C[C@H](CO)N1C[C@H](C)[C@@H](CN(C)C(=O)Nc2ccc(C(F)(F)F)cc2)Oc2c(NC(=O)c3ccncc3)cccc2C1=O	i	3.4	-3%	Dengue-2 NS5 capping pilot replicate=-1.8
O=C(c1ccco1)N1CCN(Cc2nc3ccccc3[nH]2)CC1	i	0.2	-11%
O=C(CN1CCSC1=O)N1CCN(S(=O)(=O)c2ccc(F)cc2)CC1	i	1.1	-4%
CC1CC1C(=O)Nc1nc2ccc(Cl)cc2s1 (stereo unspecified)	i	0.5	0%
COc1cccc(OCC(=O)NCC2CCCO2)c1 (stereo unspecified)	i	0.7	-3%
CCOC(=O)C1CCCN(C(=O)CSc2nnc3nc(C)cc(C)n23)C1 (stereo unspecified)	i	0.5	-4%

Part of the list above in order of formula weight, falling.
SMILES	Myeloid diff 2	Myeloid diff 2 GFP+ MAC1+ %	Dengue-2 NS5 capping	others
C[C@H](CO)N1C[C@H](C)[C@@H](CN(C)C(=O)Nc2ccc(C(F)(F)F)cc2)Oc2c(NC(=O)c3ccncc3)cccc2C1=O	i	3.4	-3%	Dengue-2 NS5 capping pilot replicate=-1.8
O=C(c1ccco1)N1CCN(Cc2nc3ccccc3[nH]2)CC1	i	0.2	-11%
CC(=O)c1cccc(S(=O)(=O)Nc2c(C)nn(C)c2C)c1	i	0.7	-11%
COc1cccc(OCC(=O)NCC2CCCO2)c1 (stereo unspecified)	i	0.7	-3%

Only part of the results is shown; the hit share may differ from the screen's.
